Assay outcomes deposited in PubChem by several laboratories.
M5 antag: antagonists of human muscarinic M5 receptor (CHRM5); P08912; CHO-hM5 cells, Fluo-8 calcium fluorescence, ACh EC80; inhibition, % at 3 µM; actives 0.59% (n = 360,000); AID 624040;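 active = inhibition above a per-plate cutoff, the mean of that plate's test compounds plus 3 SD, cut at about 27% in these data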;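 also: 0% = acetylcholine EC80 with DMSO and 100% = DMSO without agonist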
Target sequence (P08912 whole entry, looked up): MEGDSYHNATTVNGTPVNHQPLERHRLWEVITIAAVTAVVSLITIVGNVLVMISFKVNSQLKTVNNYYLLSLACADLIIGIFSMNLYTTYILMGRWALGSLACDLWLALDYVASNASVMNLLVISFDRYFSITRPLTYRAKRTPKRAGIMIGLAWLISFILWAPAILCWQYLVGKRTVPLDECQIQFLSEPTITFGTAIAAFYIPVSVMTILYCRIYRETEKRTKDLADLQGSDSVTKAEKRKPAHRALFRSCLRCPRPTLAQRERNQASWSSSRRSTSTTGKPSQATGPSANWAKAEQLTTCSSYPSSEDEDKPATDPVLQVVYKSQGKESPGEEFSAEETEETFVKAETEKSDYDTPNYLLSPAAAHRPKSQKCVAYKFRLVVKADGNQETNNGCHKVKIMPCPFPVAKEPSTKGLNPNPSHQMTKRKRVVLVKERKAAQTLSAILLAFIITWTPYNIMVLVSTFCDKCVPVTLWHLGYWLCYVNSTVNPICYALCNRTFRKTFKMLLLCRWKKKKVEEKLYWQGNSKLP
M5 ag: CHRM5 agonism in calcium assay; CHO-K1 hM5 cells, Fluo-8 calcium fluorescence; 0% DMSO wells, 100% maximal acetylcholine response; activation, % at 3 µM; actives 0.19% (n = 360,000); AID 624037;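 active = activation above the run's mean over test compounds plus 3 SD, cut at about 23% in these data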;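 also: signal is peak over basal fluorescence ratio across the kinetic read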
CHRM5 PAM: CHRM5 positive allosteric modulation; P08912; CHO-K1 hM5, Fluo-8 calcium, ACh EC20 PAM; 0% = ACh EC20, 100% = ACh EC100; activation, % at 3 µM; actives 0.3% (n = 360,000);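 active = activation above the run cutoff, the mean activation of all test compounds plus 3 SD, cut at about 18% in these data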
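Assay system – human M5 receptor in CHO-K1 cells · Read-out – % activation, ACh-normalized · Technique – Fluo-8 calcium fluorescence · Dosing – single-point, 3 µM nominal · Incubation – Fluo-8 loading 80 min at 37 °C plus 30 min room temperature · Repeats – singlicate, one well per test compound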
M4 PAM: positive allosteric modulators of human muscarinic M4 receptor. P08173. CHO-K1 hM4/Gqi5, Fluo-8 calcium fluorescence, ACh EC20; 0% = ACh EC20, 100% = maximal ACh. activation, % at 3 µM. actives 0.4% (n = 360,000). AID 624126;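 active = activation above its plate's cutoff, the mean activation of sample wells plus 3 SD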; also: some results filed as inactive read as strong as hits
Target sequence (P08173 whole entry, looked up): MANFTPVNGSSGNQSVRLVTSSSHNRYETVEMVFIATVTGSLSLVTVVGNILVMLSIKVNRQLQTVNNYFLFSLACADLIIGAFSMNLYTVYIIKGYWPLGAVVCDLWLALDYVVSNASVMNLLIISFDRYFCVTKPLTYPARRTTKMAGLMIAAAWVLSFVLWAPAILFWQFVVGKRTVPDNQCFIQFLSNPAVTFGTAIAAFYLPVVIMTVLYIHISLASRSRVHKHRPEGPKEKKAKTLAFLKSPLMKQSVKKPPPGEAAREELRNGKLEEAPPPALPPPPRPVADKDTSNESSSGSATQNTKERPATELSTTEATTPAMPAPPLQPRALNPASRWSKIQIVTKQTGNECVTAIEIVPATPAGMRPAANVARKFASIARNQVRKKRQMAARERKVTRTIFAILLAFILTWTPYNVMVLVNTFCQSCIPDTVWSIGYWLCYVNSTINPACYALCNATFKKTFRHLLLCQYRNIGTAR
TAAR1 agonist: agonists of human TAAR1 | CHO RD-HGA16 TAAR1, Fluo-8 calcium fluorescence; vehicle wells 0%, saturating PEA agonist 100% | activation, % at 3 µM | actives 0.99% (n = 360,000);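 active = activation above the mean activation of all test compounds in the run plus 3 SD, cut at about 38% in these data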
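System: CHO RD-HGA16 cells carrying human TAAR1 plus Gα16; Incubation: 17-24 h seeding, 75 min 37 °C dye, 30 min RT; Measured by: Fluo-8 fluorescence, 5 s baseline then 140 s kinetic read; Control set: DMSO and PEA EC100; Replication: single well for each compound.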
CRFBP-R2 block: antagonists of CRF-binding protein/CRF-R2 receptor complex. HEK293 CRF-R2/CRF-BP, CRF-induced calcium fluorescence. actives 0.59% (n = 350,000). inhibition, % at 11.8 µM. AID 588475;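 active = inhibition of the ligand-induced calcium signal above about 50% at the single tested concentration, limit read from the data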
M1 PAM parental: counter-screen for M1 PAMs: effect in parental CHO-K1 cells; ATP EC20, Fluo-8 calcium fluorescence; 0% at ATP EC20, 100% at ATP max; activation, % at 3 µM; actives 0.02% (n = 360,000); AID 602247;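 active = activation above the run cutoff, the mean activation of all test compounds plus 3 SD, cut at about 40% in these data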;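 also: peak over basal fluorescence ratio in a 140 s read after ATP addition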
TAAR1 antagonist: antagonists of human TAAR1 | CHO RD-HGA16 TAAR1, Fluo-8 calcium fluorescence, antagonist | Q96RJ0 | inhibition, % at 3 µM | actives 1.5% (n = 360,000);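 active = inhibition above a per-plate cutoff, the mean inhibition of test compounds on that plate plus 3 SD, cut at about 49% in these data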;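 also: 0% = DMSO plus EC80 beta-PEA response and 100% = DMSO alone without agonist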
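Test system – hTAAR1-expressing CHO RD-HGA16 cells, Gα16-coupled · Also added – β-PEA at EC80 concentration, post-compound challenge · Compound – 3 µM, single point · Incubation – dye loading 75 min at 37 °C, then 30 min room temperature · Measured by – Fluo-8 intracellular calcium dye fluorescence, real-time kinetic reads · Benchmarks – vehicle and agonist controls · Replicates – singlicate, one well per test compound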
CRFR2-BP ag: agonists of human CRF-binding protein/CRF-R2 receptor complex; HEK293 CRF-R2/CRF-BP, calcium dye fluorescence (FLIPR); percent of saturating CRF peptide response; activation, % at 13.2 µM; actives 0.46% (n = 350,000); AID 588473;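 active = activation of at least 50%, plus an integration ratio under a set limit after plate pattern correction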;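 also: plate controls were neutral control wells without compound for no effect and CRF at EC100 for full effect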
* hit, by the source's call; x = no result given.

structure	M5 ag	TAAR1 antagonist	CRFR2-BP ag	TAAR1 agonist	CHRM5 PAM	M5 antag	CRFBP-R2 block	M4 PAM	M1 PAM parental
COC(=O)[C@]12CCCCC=C1N(Cc1ccc3c(c1)OCO3)C(=O)[C@H](CC(=O)N1CCCCC1)C2	4	52*	x	12	-12	11	x	-1	x
COc1ccc(C)cc1N1CC(C(=O)Nc2ccccc2C(=O)NC2CC2)CC1=O (stereo not drawn)	1	1	-0.4	6	1	-5	14	5	-3
Cc1nn(Cc2ccc([N+](=O)[O-])cc2)c(=O)n1-c1ccccc1Cl	-4	5	-0.8	4	-4	4	-5	-1	9
Cc1ccc2c(c1)c(C)c(C)n2CC(O)CN1CCOCC1 (stereo not drawn)	-4	-12	1.5	10	-1	-2	-19	4	19
CCOC(=O)CN(C(=O)CSc1nnc(CNc2ccc(F)cc2)n1CC)c1ccc(F)cc1	-2	-10	1.3	14	1	10	0	4	7
O=C(CC(c1ccco1)S(=O)(=O)c1ccccc1)c1ccccc1 (stereo not drawn)	1	8	-2.6	2	0	-2	-11	-2	15
FC(F)(F)c1ccc(-n2cnc3ccccc32)nc1	6	4	-1.8	0	-2	-16	-25	0	-16
Cc1onc(C(=O)NN)c1-c1csc(COc2ccc(Cl)cc2)n1	9	x	1.6	x	2	3	5	-6	10
O=C(Nc1ccc(Cl)cc1)C1CCCC1	-6	-22	-0.3	0	3	10	10	-1	-8
CC(NC(=O)c1ccco1)c1nc(-c2ccccc2Cl)no1 (stereo not drawn)	-1	-12	1.1	8	7	-9	-6	-3	20
CC(=O)N1CCN(CC(=O)NC(=O)Nc2ccc3c(c2)OCCO3)CC1	4	-20	0.7	0	-1	-1	6	15	-21
Cc1cccc(-n2c(=O)[nH]c3c(C(N)=O)nc(-c4ccccc4Cl)nc32)c1	0	2	-1.1	-2	-1	-5	17	0	10
COc1ccc(-c2noc(N3CCC(C(=O)Nc4ccc(F)cc4F)CC3)n2)cc1	1	-8	-7.5	0	0	2	34	4	26
CCOc1ccc(N(CC(=O)Nc2ccc(F)c(F)c2)S(=O)(=O)c2c(C)noc2C)cc1	0	3	2.8	-2	-3	0	0	0	-7
Cc1cc(C)cc(NC(=O)CCN2CC(C)OC(C)C2)c1 (stereo not drawn)	1	-16	-1.1	1	2	-5	0	9	11
CC(=O)OC1CC2(C)/C(=N\O)CCC2C2CCc3cc(O)ccc3C12 (stereo not drawn)	6	28	1.6	11	-3	0	5	-2	10
CCN(C(=O)COC(=O)c1cc2ccccc2cc1O)C1CCS(=O)(=O)C1 (stereo not drawn)	1	3	-0.1	3	-6	4	-9	2	8
Clc1ccccc1-c1cc2nc(NCCCn3ccnc3)ccn2n1	7	-10	x	2	-4	5	x	2	-13
O=C(COC(=O)c1cccnc1)Nc1cccc(Cl)c1	-4	-11	7.1	8	10	-6	-2	3	15
O=Cc1ccccc1-n1cccn1	-1	-20	-0.9	2	10	8	-2	7	-1
COC(=O)/C(=C\c1ccc2c(c1)c1ccccc1n2C)NC(=O)c1ccccc1	-1	31	1.0	12	-2	3	-23	-2	28
CCOC(CCn1c(SCC(=O)NC2CCCC2)nc2ccccc2c1=O)OCC	-2	-28	-0.5	-1	0	-13	-14	-1	-11
NS(=O)(=O)c1ccc(CCNC(=O)COC(=O)Cc2c(F)cccc2Cl)cc1	-4	-11	-0.5	0	-1	3	24	0	6
CCOC(CNC(=O)c1ccc2c(c1)ncn2-c1cccc(F)c1)OCC	-1	11	1.2	4	-11	28*	-9	-4	-7
CCOc1ccc(C2C(C(=O)c3ccco3)=C(O)C(=O)N2CCN2CCOCC2)cc1OCC (stereo not drawn)	-2	-4	3.8	1	-1	-4	3	-2	-9
CCCNS(=O)(=O)c1ccc(CCC(=O)N2CCC(C)CC2)cc1	-8	-3	1.7	9	-3	-4	-4	-6	-5
CCCc1c(C)c2c(C)[nH]nc2oc1=O	-3	2	-1.7	7	8	-9	-1	11	21
CN(C)N1C(=O)CC(N2CCCCC2)C1=O (stereo not drawn)	-1	12	0.0	10	4	-8	-3	10	19
CC(C)C[C@H]1CNC(=O)C(=O)N1CC1CCN(CCc2ccc(-c3ccccc3)cc2)CC1	-3	-18	0.1	3	-2	-1	-2	-7	5
O=C(Nc1nnc(COc2ccc(F)cc2)s1)Nc1ccccc1F	3	0	0.9	1	-2	3	-4	0	13

M5 antag: hit marks shown above.
SMILES | M5 ag | TAAR1 antagonist | CRFR2-BP ag | M5 antag | CRFBP-R2 block | M4 PAM
CCOC(CNC(=O)c1ccc2c(c1)ncn2-c1cccc(F)c1)OCC | -1 | 11 | 1.2 | 28* | -9 | -4

Remaining list, next part:
structure	M5 ag	TAAR1 antagonist	CRFR2-BP ag	TAAR1 agonist	CHRM5 PAM	M5 antag	CRFBP-R2 block	M4 PAM	M1 PAM parental
O=C(Nc1cccc(C(F)(F)F)c1)c1cccnc1NCCO	4	-10	-0.5	1	4	-7	-10	3	-4
CC(OC(=O)c1cc(O)c2ccccc2c1O)C(=O)Nc1ccc(C(N)=O)cc1 (stereo not drawn)	1	4	0.6	1	-1	5	-1	3	4
Nc1nc(COc2ccccc2)cs1	-3	-2	-1.2	4	-4	8	-9	-6	-7
CC(=O)Nc1ccc(NC(=O)COC(=O)c2ccccc2SCC(=O)N2CCCC2)cc1	4	10	0.2	1	2	-1	-2	16	16
CC(NC(=O)Nc1ccc([N+](=O)[O-])cc1)C(c1ccccc1)N1CCOCC1 (stereo not drawn)	31*	-3	-0.5	49*	-8	3	15	0	4
CC1(C(=O)NCc2cccc(C(F)(F)F)c2)CCN1Cc1cc2ccccc2o1 (stereo not drawn)	-2	-11	x	-2	-5	3	x	-10	14
N#Cc1ccccc1Cn1cc(/C=C/[N+](=O)[O-])c2ccccc21	15	18	0.9	2	-1	50*	-83	-13	18
CSc1ccccc1C(=O)N(C)Cc1ccccc1	-7	-15	-0.7	6	0	-4	26	11	15
O=C1CCc2cc(NS(=O)(=O)c3ccc(Cl)cc3)cc3c2N1CC3	0	-4	1.0	2	-5	-4	-7	0	-1
Cc1nc2ccc(S(=O)(=O)NCC(=O)NCCN3CCCCC3C)cc2s1 (stereo not drawn)	-2	-11	1.7	3	9	-6	33	6	1
Cn1cc(CCC(=O)NC2CC2)c2ccccc21	2	-12	0.9	2	-5	8	-9	-7	6
O=C(NC1CCCc2ccccc21)c1cccc(S(=O)(=O)N2CCN(c3ccccc3)CC2)c1 (stereo not drawn)	9	-5	5.4	47*	-6	4	-67	-4	9
O=C(Cc1ccccc1F)N1CCN(S(=O)(=O)c2ccc(Cl)cc2)CC1	0	14	-2.2	5	0	2	8	3	-3
CCC(=O)c1coc2ccc(O)cc12	-1	13	-4.0	1	2	8	22	9	20
Cc1ccccc1NC(C)C(=O)N/N=C/c1c[nH]c2ccccc12 (stereo not drawn)	1	10	2.1	6	-1	6	-42	3	-10

4 of these compounds, set out differently:
Structure: Nc1nc(COc2ccccc2)cs1
  M5 ag: -3; TAAR1 antagonist: -2; CRFR2-BP ag: -1.2; TAAR1 agonist: 4; CHRM5 PAM: -4; M5 antag: 8; CRFBP-R2 block: -9; M4 PAM: -6; M1 PAM parental: -7

Structure: CC(=O)Nc1ccc(NC(=O)COC(=O)c2ccccc2SCC(=O)N2CCCC2)cc1
  M5 ag: 4; TAAR1 antagonist: 10; CRFR2-BP ag: 0.2; TAAR1 agonist: 1; CHRM5 PAM: 2; M5 antag: -1; CRFBP-R2 block: -2; M4 PAM: 16; M1 PAM parental: 16

Structure: CC(NC(=O)Nc1ccc([N+](=O)[O-])cc1)C(c1ccccc1)N1CCOCC1 (stereo not drawn)
  M5 ag: 31*; TAAR1 antagonist: -3; CRFR2-BP ag: -0.5; TAAR1 agonist: 49*; CHRM5 PAM: -8; M5 antag: 3; CRFBP-R2 block: 15; M4 PAM: 0; M1 PAM parental: 4

Structure: CC1(C(=O)NCc2cccc(C(F)(F)F)c2)CCN1Cc1cc2ccccc2o1 (stereo not drawn)
  M5 ag: -2; TAAR1 antagonist: -11; CRFR2-BP ag: x; TAAR1 agonist: -2; CHRM5 PAM: -5; M5 antag: 3; CRFBP-R2 block: x; M4 PAM: -10; M1 PAM parental: 14

(further entries)
structure	M5 ag	TAAR1 antagonist	CRFR2-BP ag	TAAR1 agonist	CHRM5 PAM	M5 antag	CRFBP-R2 block	M4 PAM	M1 PAM parental
COc1cc(CC(=O)OCC(=O)Nc2ccc(N3CCOCC3)cc2)cc(OC)c1OC	6	0	-2.1	2	-12	14	-4	-15	12
COc1ccc(C(CNC(=O)C(C)(C)Oc2ccc(Cl)cc2)N2CCCCC2)cc1 (stereo not drawn)	-8	-8	0.9	2	-14	17	-25	-7	14
Cc1nc(-[n+]2nc(-c3ccncc3)nn2-c2ccccc2)sc1C	-6	-17	x	0	4	-2	x	-1	-4
CC(=O)Nc1cccc(OCC(=O)NS(=O)(=O)c2ccc(C)cc2)c1	1	x	1.0	x	2	-8	-9	8	2
COc1cc(C(=O)OCc2cc3ccccc3[nH]c2=O)cc(OC)c1OC	3	-3	0.6	23	-2	-5	-4	8	13
Cc1ccc(Cn2c(=O)n(Cc3ccco3)c(=O)c3ccccc32)cc1	-5	13	1.9	3	2	-12	-9	6	6
CCc1ccc(/C=C2\Oc3c(ccc(O)c3CN3CCN(C)CC3)C2=O)cc1	-4	-36	48	1	4	6	-19	14	13
CSc1nc(-c2ccco2)nn1C(=O)c1ccc(C)cc1	2	7	1.4	4	-6	1	7	4	10
CN(C(=O)CCN1C(=O)c2ccccc2C1=O)c1ccccc1	10	3	1.0	5	8	8	-6	6	21
